Screening data: PubChem BioAssay, several laboratories
DAT uptake mod: human DAT dopamine uptake with cocaine, either direction; Q01959; LLC-PK1 hDAT cells, [14C]-dopamine uptake with cocaine IC80; actives deviate in either direction; B-score at 10 µM; hit rate 1.3% among 110,000; AID 449768;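 active means Z score or B-score, a plate-position-corrected score, falls beyond the plate's 99.7% confidence bounds, in either direction; inactive means both scores lie inside the 99.7% bounds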;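 further: scored against the spread of the other compound wells on the same plate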
PostGolgi yeast: growth inhibition of a yeast mutant, post-Golgi transport screen. post-Golgi transport phenotypic cell assay. inhibition, % at 10 µM. hit rate 0.9% among 98,000;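 further: yeast cells grown in 1536-well plates; yeast grown about 18 h at 30C before absorbance read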
CYP2C9 inh: blocks human cytochrome P450 2C9 | P11712 | inhibition, % at 5 µM | hit rate 20% among 96,000 | CYP2C9 Supersomes, luciferin-H conversion, luminescence | AID 777;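 active means blocking of liver enzyme CYP2C9 beyond about 50% at 5 µM, limit read from the data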; further: values of inactives mirror those of a sister screen read the other way
Ecoli WT expand: E. coli BW25113 growth inhibition, expanded screen | OD600 absorbance | growth inhibition, % at 100 µM | hit rate 0.15% among 98,000 | AID 710;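 active means growth inhibition above about 50% at one test dose, limit read from the data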;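 further: growth measured after 20 h incubation at 37 °C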
PostGolgi ctrl: inhibits growth of the yeast control strain | efflux-deficient yeast background strain, growth absorbance A615, 16 h | inhibition, % at 10 µM | hit rate 5% among 98,000
CYP2C9 act: CYP2C9 (human) activation; recombinant CYP2C9, luciferin-H conversion, luminescence; active compounds read high; factor 1 = untreated enzyme, 0 = blocked; activation factor at 5 µM; hit rate 1.4% among 96,000; AID 1024;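 active means activation factor of 2 or more for CYP2C9 at a 5 µM dose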;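 further: 0 = sulfaphenazole-blocked wells and 1 = vehicle-only wells; values of inactives mirror those of a sister screen read the other way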
Pyk2 oligo antag: Pyk2 (human) oligomerization antagonism. Q14289. Q293 cells, Pyk2 FERM NanoBiT luminescence; active compounds read low. z-score (the deposit names both 25 µM and 10 µM). hit rate 0.83% among 99,000. AID 1347419;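 active means Z-score of -3 or lower, scaled per plate to the spread of control and sample wells; inactive means z-score above -3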;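 further: negative z-score means lost luminescence so less FERM oligomerization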
LYP inh 2: blocks human PTPN22 phosphatase activity; AID 640; inhibition, % at 2 µM; hit rate 0.21% among 96,000; recombinant LYP catalytic domain, DiFMUP fluorescence; Q9Y2R2;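 active means inhibition at 2 µM at or above a set limit, the screen mean plus 3 SD, cut at about 24% in these data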;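 further: 0% = DMSO with enzyme and 100% = enzyme fully blocked by orthovanadate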
Target sequence (Q9Y2R2 whole entry, looked up, the tested form may be a part): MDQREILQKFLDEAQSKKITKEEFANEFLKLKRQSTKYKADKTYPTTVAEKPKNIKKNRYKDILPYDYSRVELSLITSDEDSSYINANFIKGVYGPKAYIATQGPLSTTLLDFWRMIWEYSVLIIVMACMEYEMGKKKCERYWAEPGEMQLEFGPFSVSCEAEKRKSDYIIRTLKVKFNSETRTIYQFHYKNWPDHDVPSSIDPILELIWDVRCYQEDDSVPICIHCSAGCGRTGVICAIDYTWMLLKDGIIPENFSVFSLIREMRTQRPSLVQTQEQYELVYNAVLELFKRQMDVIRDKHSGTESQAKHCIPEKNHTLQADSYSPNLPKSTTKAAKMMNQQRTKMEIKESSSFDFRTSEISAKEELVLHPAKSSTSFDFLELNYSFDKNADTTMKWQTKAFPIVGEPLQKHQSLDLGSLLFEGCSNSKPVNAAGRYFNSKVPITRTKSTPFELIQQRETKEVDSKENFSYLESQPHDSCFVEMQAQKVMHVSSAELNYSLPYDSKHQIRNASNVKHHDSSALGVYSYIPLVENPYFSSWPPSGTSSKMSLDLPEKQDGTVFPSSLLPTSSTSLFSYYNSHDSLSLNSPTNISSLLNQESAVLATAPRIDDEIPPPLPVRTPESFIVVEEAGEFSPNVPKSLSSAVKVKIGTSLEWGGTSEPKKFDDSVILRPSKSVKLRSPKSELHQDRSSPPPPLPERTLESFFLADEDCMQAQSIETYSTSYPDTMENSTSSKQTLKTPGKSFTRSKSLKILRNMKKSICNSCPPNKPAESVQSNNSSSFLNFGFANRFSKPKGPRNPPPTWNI
LYP act: activators of human LYP (PTPN22) phosphatase; Q9Y2R2; recombinant LYP, DiFMUP fluorescence; 0 = plate median, 100 = signal doubled; activation, % at 2 µM; hit rate 0.11% among 96,000;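 active means activation at 2 µM above a set limit, the mean plus 5 SD, cut at about 37% in these data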
The depositor's hits bear a star; . = no result given. Unless noted, no stated cut-off is given here; in the data, active means inhibition above about 30%; inactive means the rest. Outcome played no part in choosing rows (roughly 24% active in at least one column).

SMILES	DAT uptake mod	PostGolgi yeast	CYP2C9 inh	Ecoli WT expand	PostGolgi ctrl	CYP2C9 act	Pyk2 oligo antag	LYP inh 2	LYP act
O=C(CC1(O)C(=O)Nc2ccccc21)c1ccccc1O (centres undefined)	0.47	0	16	7	1	0.8	3.2	-13	10
CCCc1cc(NCC2CCCO2)n2c(nc3ccccc32)c1C#N (centres undefined)	-0.76	-1	60*	-3	10	0.4	-1.5	5	-2
CCOC(=O)c1cc(C#N)c(SCc2ccc(C#N)cc2)nc1C	-0.98	-5	.	-10	9	.	-0.84	-4	2
COc1ccc(NC(=O)N2CCCC2)cc1OC	-0.13	7	-22	2	5	1.2	0.36	0	-2
Cc1c(C(=O)N2CCCCC2)sc(NC(=O)C(C)C)c1C#N	1.3	9	68*	-1	4	0.3	0.07	-3	3
CCC(=O)c1ccc(N2CCN(C(=O)Cc3ccccc3)CC2)c(F)c1	1.6	-2	95*	6	13	0	1	-41	41*
COc1ccc(C(O)Cc2nc3ccccc3n2C)cc1OC (centres undefined)	0.6	.	.	.	.	.	0.63	1	-2
O=C(OC(C(=O)NCC1CCCO1)c1ccc(F)cc1)c1ccco1 (centres undefined)	-0.56	0	0	-1	-5	1	0.17	8	-10
CO/N=C\CC(=O)Nc1ccc(F)cc1	-0.0025	14	-12	13	-10	1.1	0.17	5	1
CCc1nnc(NC(=O)C2CCN(c3nc(C)cc(C)n3)CC2)s1	-0.7	3	24	-2	0	0.8	0.89	0	-1
CCN(C(=O)c1cccc(F)c1)c1ccccc1C	-0.012	2	61*	-7	15	0.4	-0.63	2	-2
CCN(CC)C(=S)SCC(=O)c1ccccc1	0.45	-5	-37	12	1	1.4	-0.93	14	-9
Cn1c(CCNC(=O)c2ccccc2)nc2cc(NC(=O)c3ccco3)ccc21	0.55	2	41	-7	3	0.6	0.14	11	-13
COc1ccc(S(=O)(=O)N(CC(=O)N2CCOCC2)Cc2ccccc2)cc1	0.15	.	.	.	.	.	-1.1	-8	7
O=c1c2ccccc2nc(COc2ccccc2)n1/N=C/c1ccco1	0.61	6	79*	5	28	0.2	-0.68	13	-13
Cc1cc[n+](CCC(=O)O)c2ccccc12	0.42	1	2	3	-9	1	0.64	-3	4
CN(C)c1cc2c(c(N(C)C)c1)C(=O)c1ccccc1C2=O	-0.061	-2	38	0	10	0.6	-0.9	-3	6
O=C(C1=C(O)C(=O)N(c2ncccn2)C1c1ccc(Cl)c(Cl)c1)c1ccco1 (centres undefined)	0.35	4	37	1	-6	0.6	0.3	-7	4
Cc1ccc(S(=O)(=O)Nc2cc(C(=O)NCCN3CCCC3)ccc2N2CCCCC2)cc1	-0.37	7	12	3	4	0.9	1.4	-4	3
N#CCCN1CCN(Cn2c3ccccc3c3ccccc32)CC1	0.17	8	-20	21	14	1.2	-0.09	-22	19
CC(C)C(=O)Nc1ccc(N2CCCC2)cc1	-0.0016	3	3	3	2	1	-0.06	-3	3
CCOc1ccccc1NC(=O)c1cc(S(=O)(=O)N2CCC3(CC2)OCCO3)ccc1F	-1.5	0	7	-3	12	0.9	0.86	7	-6
CC(C)C(=O)NCCCc1ccccc1	-0.86	-2	9	-3	-1	0.9	0.79	3	-6
O=C(CCNS(=O)(=O)c1cccc2nsnc12)N1CCN(c2ccccn2)CC1	0.68	-5	23	4	-3	0.8	0.75	2	0
COc1ccc(S(=O)(=O)Nc2ccc(N3CCOCC3)cc2)cc1Br	-0.27	4	96*	4	5	0	-1.1	0	-1
Following part
SMILES	DAT uptake mod	PostGolgi yeast	CYP2C9 inh	Ecoli WT expand	PostGolgi ctrl	CYP2C9 act	Pyk2 oligo antag	LYP inh 2	LYP act
CCCCCOC(=O)c1[nH]c2c(c1C)C(=O)C(C(=O)OC)C(C)C2 (centres undefined)	1	-2	44	-11	15	0.6	-1.3	4	-2
COCC(=O)Nc1nnc(Cc2ccc(OC)cc2)s1	-0.96	.	.	.	.	.	1.4	-1	2
COc1ccc(-c2cn3ccc4ccccc4c3n2)cc1	-0.73	.	.	.	.	.	-0.39	-4	3
CC(C)Nc1nc(SCC(N)=O)nc(N2CCOCC2)n1	-0.041	-5	10	2	10	0.9	0.39	5	-2
Cc1cc(C(=O)CSc2nnc(-c3ccc(OC(F)F)cc3)o2)c(C)n1Cc1cccs1	0.11	-1	24	-8	-4	0.8	0.34	-14	13
COc1ccc(NC(=O)C2CCCN2S(=O)(=O)c2ccc(F)cc2)cc1 (centres undefined)	-0.8	-1	93*	6	-1	0.1	.	4	-5
CN(CCc1ccccn1)Cc1ccc(Cl)cc1	-0.28	0	-24	4	-1	1.2	1.1	9	-7
CCCC1C(c2ccc(OC)cc2)C(C#N)(C#N)C2(C#N)CC1(N)NC2=O (centres undefined)	-1.5	-7	45	-10	5	0.6	0.51	2	-3
CNC(=O)c1nc[nH]c1C(=O)NC	1.1	2	-13	-3	5	1.1	-0.09	-14	13
CC(C)CN(C#N)c1nc(N2CCOCC2)nc(N2CCOCC2)n1	-0.036	1	51*	8	9	0.5	0.76	8	-8
O=C(Cn1nnc2c(cnn2-c2ccccc2)c1=O)N1CCN(c2ccccc2F)CC1	0.072	-5	2	-8	37*	1	2	-8	7
Cc1cc(C)n2nc(C(=O)Nc3nccs3)nc2n1	-0.27	-3	-32	0	6	1.3	0.08	-5	8
CCn1cc(C(=O)NCc2cccnc2)c2cc(OC)c(OC)cc2c1=O	0.18	7	15	0	7	0.8	0.83	.	.
CCOC(=O)c1sc(=S)sc1SCc1cccc(C(F)(F)F)c1	0.9	24	97*	-7	13	0	-0.73	-4	5
COc1ccccc1/C=C/C=N/N1CCN(Cc2ccc(Cl)cc2)CC1	-0.28	0	-19	-5	13	1.2	0.63	-4	7
CC(C)OC(=O)CSc1nnc(CNc2nc(-c3ccccc3)cs2)n1C	0.033	4	-4	3	9	1	1	2	-2
CCC(=O)Nc1cc(-c2nn(C)c(=O)c3ccccc23)ccc1OC	0.3	9	15	3	1	0.8	0.78	-13	8
COCCNC(=O)C(C)OC(=O)c1nsc(Cl)c1Cl (centres undefined)	-0.054	2	7	1	20	0.9	-0.02	8	-6
CCS(=O)(=O)c1ccc2c(c1)N(S(C)(=O)=O)CC(C(=O)NCc1ccccc1OC)O2 (centres undefined)	0.56	9	62*	3	-2	0.4	-0.19	7	-4
CCOC(=O)c1c(C)n(C)c2c(C)cc(O)c(OC(C)=O)c12	0.054	-1	-32	-10	6	1.3	-0.56	0	-1
C=CCSc1nc2ccccc2[nH]1	-0.18	14	-21	27	4	1.2	0.45	-10	8
CC(C)CSc1nnc2c(n1)[nH]c1ccccc12	-0.83	-7	37	-3	-1	0.6	0.66	4	-7
O=C(Nc1cccnc1)c1ccccc1-c1nc(-c2ccccc2F)no1	0.46	-6	32	0	14	0.7	-0.91	0	0
CCOC(=O)N1CCC(NC(=O)CS(=O)(=O)Cc2nc(-c3ccccc3C)oc2C)CC1	-0.89	-7	19	-15	20	0.8	.	.	.
CCS(=O)(=O)N1CCC(C(=O)NCCC2=CCCCC2)CC1	-0.21	21	4	10	1	1	2.1	1	-4

Individual results from above.
In Pyk2 oligo antag, CCOC(=O)c1sc(=S)sc1SCc1cccc(C(F)(F)F)c1 reads -0.73
In LYP act, CN(CCc1ccccn1)Cc1ccc(Cl)cc1 reads -7

Other entries
SMILES	DAT uptake mod	PostGolgi yeast	CYP2C9 inh	Ecoli WT expand	PostGolgi ctrl	CYP2C9 act	Pyk2 oligo antag	LYP inh 2	LYP act
Cc1ccc(N2C(=O)c3ccc(N)cc3C2=O)cc1C	-0.52	2	-3	-4	28	1	-2.9	6	-8
CCn1c(=O)c2cc(C(=O)N3CCN(C)CC3)sc2c2ccccc21	1.3	2	-9	4	0	1.1	.	2	-2
COc1cccc(-c2cc(C(=O)N3C(C)CCCC3C)no2)c1 (centres undefined)	0.15	-17	-55	-1	16	1.6	-1.4	-4	4
O=C(COc1ccc([N+](=O)[O-])cc1)N/N=C/c1ccccn1	-0.15	-17	-4	1	-7	1	0.81	-1	4
O=C1CCC(=O)N1OCCOc1ccc2c(c1)CCC2	0.49	-9	-26	6	2	1.3	0.99	-7	6
C=CCN1C(=O)C(CC(=O)Nc2ccc(C)cc2)SC1=Nc1c(C)n(C)n(-c2ccccc2)c1=O (centres undefined)	0.61	-2	66*	5	3	0.3	-0.09	0	0
O=C(Oc1ccc(N(Cc2cccs2)C2=NS(=O)(=O)c3ccccc32)cc1)c1ccccc1Cl	0.36	.	.	.	.	.	0.07	2	-1
Cn1c(SCc2ccccn2)nnc1-c1ccncc1	-0.097	1	36	4	1	0.6	-0.06	.	.
Cc1cc(C)n(-c2nc3ccccc3nc2Nc2ccc3[nH]c(=O)[nH]c3c2)n1	-0.62	-2	-2	-15	0	1	-1.9	5	-7
CCCOc1ccc(C(C)=O)cc1CC(C(=O)OCC)C(=O)OCC	2.1	5	38	10	12	0.6	-0.07	13	-11
O=C(c1cccs1)N1CCN(C(=O)c2ccco2)c2ccccc2C1	0.29	-4	40	-9	19	0.6	-0.95	3	-6
Cn1ccnc1C(O)c1ccco1 (centres undefined)	-0.59	-3	-6	-4	-7	1.1	2	-2	-3
O=C(Nc1cccc([N+](=O)[O-])c1)c1ccc(CSc2ccccc2)cc1	-0.051	-8	-6	-20	10	1.1	0.65	1	3
COc1ccc(C(=O)O/N=C/c2c(C(F)(F)F)nn(C)c2SCc2ccccc2Cl)cc1	0.57	3	30	-11	-3	0.7	-0.95	5	-9
CCN(CC(=O)N1CCOCC1)S(=O)(=O)c1ccc(C)cc1	-0.41	6	-53	0	-5	1.5	0.68	3	-4
COc1cccc(NC(=O)c2nn(C)cc2Br)c1	1.9	.	.	.	.	.	0.17	-6	7
COc1cccc(-c2nnc(SCCOc3ccc4c(C)cc(=O)oc4c3)o2)c1	-0.46	2	42	-17	8	0.6	1	2	1
Cc1ccc(C)c(N(C(=O)Cn2nnc(-c3cccs3)n2)C(C(=O)NC2CC2)c2ccc(C)o2)c1 (centres undefined)	-0.074	-6	22	-5	6	0.8	-4.3*	4	-3
COc1ccc(N2CC(C(=O)Nc3ncccc3C)CC2=O)cc1 (centres undefined)	0.0033	10	22	8	4	0.8	0.16	-3	-1
CC1CCCN(C2=NC(=O)/C(=C/c3cn(-c4ccccc4)nc3-c3cccc(S(=O)(=O)N(C)C)c3)S2)C1 (centres undefined)	1.5	3	65*	-3	5	0.3	-0.27	12	-15
C=CCSc1nc(N)c(C(=O)Nc2ccccc2)cc1C#N	0.41	-8	45	-7	-13	0.6	-0.4	4	-3
Cc1cc2c(ccc3c2no[n+]3[O-])nn1	-0.0026	1	2	42	3	1	1.1	1	-1
Cc1ccccc1NC(=S)NN1CCN(C)CC1	-1.3	-2	6	-6	6	0.9	0.47	-1	-2
COc1cc(OC)c2c(c1)OC(c1ccc(OC)c(OC)c1)C(O)C2=O (centres undefined)	-0.26	-7	13	0	1	0.9	.	3	-4
CCOC(=O)c1c(C)n(C)c2ccc(OC)c(NC(=O)CN3CCN(C4CCCCC4)CC3)c12	-0.53	0	8	2	-16	0.9	-0.32	4	-2
CC(=O)Nc1cnc2ccccc2n1	0.4	-2	-13	-2	16	1.1	1.1	6	-8
O=C(NCc1ccccc1)NC(=O)c1ccccc1	-0.32	7	5	4	6	1	0.67	4	-2
O=C(NC1CCCC1)c1ccc2nc[nH]c2c1	0.36	0	-25	4	2	1.2	-0.21	-6	2
O=C1C(Cl)=C(N2CCOCC2)C(=O)N1c1ccccc1Cl	-1.4	-5	9	2	13	0.9	0.53	6	-8

Three entries from above, comma-delimited.
SMILES,DAT uptake mod,PostGolgi yeast,CYP2C9 inh,Ecoli WT expand,PostGolgi ctrl,CYP2C9 act,Pyk2 oligo antag,LYP inh 2,LYP act
COc1cc(OC)c2c(c1)OC(c1ccc(OC)c(OC)c1)C(O)C2=O (centres undefined),-0.26,-7,13,0,1,0.9,.,3,-4
O=C1C(Cl)=C(N2CCOCC2)C(=O)N1c1ccccc1Cl,-1.4,-5,9,2,13,0.9,0.53,6,-8
Cc1cc(C)n(-c2nc3ccccc3nc2Nc2ccc3[nH]c(=O)[nH]c3c2)n1,-0.62,-2,-2,-15,0,1,-1.9,5,-7
